ssDAF-12 act: activators of S. stercoralis DAF-12 nuclear receptor; HEK293 ssDAF-12/GRIP1 lit1-tk-luc reporter, luminescence; % of 3 µM dafachronic acid response; activation, % at 6.8 µM; 370,000 compounds, 1% hits;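 active = activation above the mean over all tested compounds plus 3 SD, cut at about 0.9% in these data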;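 note: 0% = DMSO-only wells and 100% = 3 µM delta7-dafachronic acid wells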
hcDAF-12 act: activates DAF-12 receptor from parasite H. contortus; HEK293 hcDAF-12 lit1-tk-luc reporter, luminescence; 0% DMSO, 100% Δ7-dafachronic acid; 370,000 compounds, 1.4% hits; activation, % at 6.8 µM; AID 652067;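 active = activation above the mean of all tested compounds plus 3 SD, cut at about 5.5% in these data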;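 note: 100% = response to 3 µM Δ7-dafachronic acid high control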
GAA850 FXN act: activators of GAA850 frataxin (FXN) promoter; AID 540364; 360,000 compounds, 0.56% hits; HEK293 lucGAA850 FXN promoter luciferase reporter, 24 h; percent of 10 µM SAHA response; activation, % at 6 µM;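 active = activation above the average of all compounds screened plus 3 SD, cutoff fixed separately per campaign, cut at about 7.5% in these data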;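 note: 0% = DMSO wells and 100% = 10 µM SAHA wells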
DAX1 inh-1: DAX1 (NR0B1) inhibition, primary screen. AID 652010. 370,000 compounds, 1.1% hits. HEK293T StAR-luciferase reporter, SF-1/DAX-1 repression relief. inhibition, % at 6.8 µM;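 active = inhibition above the mean over all tested compounds plus 3 SD, cut at about 3.6% in these data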;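 note: 0% = DAX-1 cells with DMSO and 100% = cells lacking DAX-1 with DMSO; higher inhibition means more luminescence from relief of DAX-1 repression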
PG9 binder: binds the HIV-1 gp120 antibody PG9; TR-FRET gp120-PG9 antibody binding; inhibition, % at 6.7 µM; 360,000 compounds, 0.43% hits; in the data active = inhibition above about 8.5%
DAX1 inh-2: NR0B1 (DAX1) inhibition. HEK293 Gal4-DAX1 luciferase reporter, luminescence. P51843. 340,000 compounds, 0.99% hits. inhibition, % at 6.75 µM. AID 504766;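 active = inhibition above the mean over all tested compounds plus 3 SD, cut at about 4.2% in these data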;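 note: 0% = DAX1-transfected cells with DMSO and 100% = empty-vector control cells with DMSO; inhibition shows as a rise in luminescence from relieved DAX1 repression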
Target sequence (P51843 207-470 limits assumed): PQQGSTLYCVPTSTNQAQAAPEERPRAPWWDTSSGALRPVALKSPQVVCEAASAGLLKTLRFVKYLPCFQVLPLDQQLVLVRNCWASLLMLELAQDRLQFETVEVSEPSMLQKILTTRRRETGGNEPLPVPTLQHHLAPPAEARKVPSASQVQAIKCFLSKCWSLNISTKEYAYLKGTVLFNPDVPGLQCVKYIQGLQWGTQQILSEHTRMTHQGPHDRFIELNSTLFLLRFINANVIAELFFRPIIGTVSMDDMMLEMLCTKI
sPLA2-III inh: Inhibits HGIII-sPLA2 liposome hydrolysis, primary screen. Q9NZ20. QFRET BODIPY PC-A2 liposome hydrolysis, fluorescence. inhibition, % at 12.2 µM. 370,000 compounds, 0.56% hits. AID 743126;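 active = inhibition above mean plus 3 SD of compounds lying within the high and low control bounds, cut at about 19% in these data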;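 note: 0% = median of test compound wells and 100% = no enzyme DMSO wells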
Target sequence (Q9NZ20 whole entry, looked up): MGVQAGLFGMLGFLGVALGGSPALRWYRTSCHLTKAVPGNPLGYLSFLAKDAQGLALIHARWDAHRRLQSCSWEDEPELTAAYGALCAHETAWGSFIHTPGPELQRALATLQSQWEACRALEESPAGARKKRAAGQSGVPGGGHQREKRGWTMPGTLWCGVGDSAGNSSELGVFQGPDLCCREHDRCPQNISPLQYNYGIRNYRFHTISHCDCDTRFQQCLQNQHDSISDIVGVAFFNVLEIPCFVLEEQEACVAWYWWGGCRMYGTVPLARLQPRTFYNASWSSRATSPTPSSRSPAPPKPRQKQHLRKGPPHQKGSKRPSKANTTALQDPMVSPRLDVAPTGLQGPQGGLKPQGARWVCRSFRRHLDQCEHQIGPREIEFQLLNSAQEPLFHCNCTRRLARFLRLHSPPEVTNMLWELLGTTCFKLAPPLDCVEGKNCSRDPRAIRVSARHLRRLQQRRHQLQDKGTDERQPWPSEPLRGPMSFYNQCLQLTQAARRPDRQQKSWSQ
PLC-beta3 inh: inhibitors of human phospholipase C beta3; Q01970; Purified PLC-beta3, fluorogenic substrate, fluorescence; inhibition, % at 12.2 µM; 370,000 compounds, 0.18% hits; AID 720704; in the data active = inhibition above about 11%;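 note: 0% = median of compound wells on plate and 100% = full blocker control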
hgDAF12 agonist: hgDAF-12 agonism, primary luciferase screen. HEK293 GAL4-hgDAF12 UAS-luciferase reporter, agonist luminescence; normalized to butyrate control. activation, % at 6.8 µM. 370,000 compounds, 1.8% hits;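 active = activation above a cutoff set at the mean of all screened compounds plus 3 SD, cut at about 10% in these data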;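 note: 0% = DMSO wells and 100% = sodium butyrate wells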
SMARCA2 activ: SMARCA2 function activation, primary screen | MG213 cells, MMTV-luciferase reporter, dexamethasone, overnight | 370,000 compounds, 1% hits | activation, % at 9.1 µM; in the data active = activation above about 7.8%;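 note: 0% = vehicle wells and 100% = reference activator wells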
Rev-erbA mod: Rev-erb alpha (human) modulation | activity, % at 10 µM | 370,000 compounds, 0.79% hits | Rev-erbα–FITC-DNA binding, fluorescence polarization, 90 min;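 active = activity above about 14%, limit read from the data; passing the limit was not always enough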;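 note: 0% = DMSO wells with 35 nM protein and 100% = DMSO wells with 750 nM protein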
* = called active by the depositor.

`COc1cccc2cc(C(=O)N3CCN(C/C=C/c4ccccc4)CC3)c(=O)oc12` gave ssDAF-12 act -1.6, hcDAF-12 act -1.0, GAA850 FXN act -1.3, DAX1 inh-1 -1.0, PG9 binder -2.1, DAX1 inh-2 0.2, sPLA2-III inh -12, PLC-beta3 inh -48, hgDAF12 agonist -2.9, SMARCA2 activ 0 and Rev-erbA mod -2.
Screening O=C1C2C3C=CC(C3)C2C(=O)N1CC1CCCO1 (stereo not drawn) returned ssDAF-12 act -1.6, hcDAF-12 act 0.2, GAA850 FXN act -3.5, DAX1 inh-1 0.0, PG9 binder -2.1, DAX1 inh-2 2.0, sPLA2-III inh 2, PLC-beta3 inh 5, hgDAF12 agonist -1.1, SMARCA2 activ -4 and Rev-erbA mod 0.
`CCN1C(=O)C(CC(=O)Nc2ccc(OC)cc2)N(Cc2cccnc2)C1=S` (stereo not drawn) gave ssDAF-12 act 2.7*, hcDAF-12 act -1.9, GAA850 FXN act 0.8, DAX1 inh-1 -0.5, PG9 binder 1.8, DAX1 inh-2 -0.5, sPLA2-III inh -19, PLC-beta3 inh -2, hgDAF12 agonist -0.5, SMARCA2 activ -1 and Rev-erbA mod -1.
Cc1ccnc(NC(=O)c2oc3ccccc3c2C)c1 was read as ssDAF-12 act 3.0*, hcDAF-12 act 20*, GAA850 FXN act 3.3, DAX1 inh-1 11*, PG9 binder -3.1, DAX1 inh-2 -0.1, sPLA2-III inh -4, PLC-beta3 inh -2, hgDAF12 agonist 22*, SMARCA2 activ 4 and Rev-erbA mod 4.
Screening O=C1c2ccc(Cl)cc2S(=O)(=O)c2cccc(C(=O)N3CCC(Cc4ccccc4)CC3)c21 returned ssDAF-12 act -1.3, hcDAF-12 act -0.6, GAA850 FXN act -0.8, DAX1 inh-1 -0.5, PG9 binder -1.7, DAX1 inh-2 1.1, sPLA2-III inh 7, PLC-beta3 inh -3, hgDAF12 agonist -1.4, SMARCA2 activ 1 and Rev-erbA mod 4.
Screening O=S(=O)(c1ccccc1)c1ccc(NCc2ccco2)cc1 returned ssDAF-12 act -0.9, hcDAF-12 act -0.5, GAA850 FXN act -1.1, DAX1 inh-1 -0.5, PG9 binder -1.4, DAX1 inh-2 0.6, sPLA2-III inh -20, PLC-beta3 inh -13, hgDAF12 agonist -0.5, SMARCA2 activ 3 and Rev-erbA mod 4.
For Cc1nn(Cc2ccc(F)cc2)c2sc(C(=O)Nc3ccc(N4CCOCC4)cc3N3CCOCC3)cc12 the results were ssDAF-12 act -2.1, hcDAF-12 act -0.9, GAA850 FXN act -0.4, DAX1 inh-1 -0.1, PG9 binder -1.5, DAX1 inh-2 0.4, sPLA2-III inh -2, PLC-beta3 inh 1, hgDAF12 agonist -1.7, SMARCA2 activ -3 and Rev-erbA mod -8.
For CC1(C)Cc2nc3nc(SCC(=O)NCCc4ccccc4)n(-c4ccccc4)c(=O)c3cc2CO1 the results were ssDAF-12 act -1.4, hcDAF-12 act -1.4, GAA850 FXN act 2.3, DAX1 inh-1 0.4, PG9 binder -1.0, DAX1 inh-2 0.0, sPLA2-III inh -9, PLC-beta3 inh -2, hgDAF12 agonist 0.8, SMARCA2 activ 2 and Rev-erbA mod -3.
`O=C(N/N=C/c1ccccc1Br)C1CC1` gave ssDAF-12 act -1.6, hcDAF-12 act 0.1, GAA850 FXN act 2.3, DAX1 inh-1 0.5, PG9 binder 0.0, DAX1 inh-2 -1.0, sPLA2-III inh 1, PLC-beta3 inh 1, hgDAF12 agonist -1.6, SMARCA2 activ 0 and Rev-erbA mod 8.
For Cc1ccccc1OCC(=O)Nc1ccc(N2CCN(C)CC2)c(Cl)c1 the results were ssDAF-12 act 0.2, hcDAF-12 act 1.3, GAA850 FXN act 4.9, DAX1 inh-1 0.9, PG9 binder 0.9, DAX1 inh-2 0.2, sPLA2-III inh -12, PLC-beta3 inh -3, hgDAF12 agonist 8.3, SMARCA2 activ 4 and Rev-erbA mod 0.
`COc1ccc(N2CCN(/C(=N\S(=O)(=O)c3ccccc3)Nc3nc(C)cc(C)n3)CC2)cc1` gave ssDAF-12 act -0.8, hcDAF-12 act 0.0, GAA850 FXN act 2.5, DAX1 inh-1 0.1, PG9 binder -2.4, DAX1 inh-2 -1.8, sPLA2-III inh 7, PLC-beta3 inh 1, hgDAF12 agonist -0.5, SMARCA2 activ 0 and Rev-erbA mod -4.
For O=S(=O)(NCC1CCCO1)c1ccc(S(=O)(=O)N(Cc2ccc(F)cc2)Cc2ccco2)cc1 (stereo not drawn) the results were ssDAF-12 act -1.9, hcDAF-12 act -3.2, GAA850 FXN act 2.5, DAX1 inh-1 -0.9, PG9 binder -0.1, DAX1 inh-2 -0.3, sPLA2-III inh -23, PLC-beta3 inh 3, hgDAF12 agonist -4.1, SMARCA2 activ -2 and Rev-erbA mod -5.
For COCCNC(=O)c1n[nH]c2ccccc12 the results were ssDAF-12 act -0.4, hcDAF-12 act 3.1, GAA850 FXN act -0.9, DAX1 inh-1 0.6, PG9 binder -1.1, DAX1 inh-2 0.7, sPLA2-III inh 4, PLC-beta3 inh -5, hgDAF12 agonist 0.7, SMARCA2 activ 0 and Rev-erbA mod -4.
`COc1ccc(-c2cc(C(=O)NC3CCCC3)no2)cc1` gave ssDAF-12 act -0.3, hcDAF-12 act 6.5*, GAA850 FXN act 0.9, DAX1 inh-1 1.5, PG9 binder -2.7, DAX1 inh-2 3.0, sPLA2-III inh 4, PLC-beta3 inh -4, hgDAF12 agonist 12*, SMARCA2 activ 4 and Rev-erbA mod 2.
`O=C(CN1CCN(Cc2ccccc2)CC1)Nc1cccc(Br)c1` gave ssDAF-12 act -0.7, hcDAF-12 act -1.2, GAA850 FXN act 0.8, DAX1 inh-1 0.0, PG9 binder 1.7, DAX1 inh-2 -0.4, sPLA2-III inh 1, PLC-beta3 inh -10, hgDAF12 agonist -2.6, SMARCA2 activ -4 and Rev-erbA mod -2.
`Cc1[nH][nH]c(=O)c1C(c1ccc(Cl)cc1)c1c(C)[nH][nH]c1=O` gave ssDAF-12 act -1.1, hcDAF-12 act -1.2, GAA850 FXN act 0.9, DAX1 inh-1 -0.4, PG9 binder -1.7, DAX1 inh-2 -1.7, sPLA2-III inh -34, PLC-beta3 inh -3, hgDAF12 agonist -2.8, SMARCA2 activ -2 and Rev-erbA mod -1.
COc1cc(C2C(C(C)=O)=C(O)C(=O)N2Cc2ccccc2)ccc1O (stereo not drawn) was read as ssDAF-12 act -0.8, hcDAF-12 act -0.6, GAA850 FXN act -0.1, DAX1 inh-1 -0.3, PG9 binder -2.7, DAX1 inh-2 0.1, sPLA2-III inh -9, PLC-beta3 inh -3, hgDAF12 agonist 3.4, SMARCA2 activ -3 and Rev-erbA mod 2.
Screening COc1ccc(C(=O)O/N=C(\C)c2ccccc2)cc1 returned ssDAF-12 act -1.2, hcDAF-12 act -1.2, GAA850 FXN act 0.5, DAX1 inh-1 0.7, PG9 binder -1.0, DAX1 inh-2 0.7, sPLA2-III inh -6, PLC-beta3 inh 0, hgDAF12 agonist 0.7, SMARCA2 activ 4 and Rev-erbA mod -4.
`N#C/C=C1\n2c(nc3ccccc32)OC12CCCCC2` gave ssDAF-12 act -1.4, hcDAF-12 act -2.9, GAA850 FXN act 0.3, DAX1 inh-1 -1.2, PG9 binder 3.0, DAX1 inh-2 -0.8, sPLA2-III inh -2, PLC-beta3 inh 2, hgDAF12 agonist -2.2, SMARCA2 activ -3 and Rev-erbA mod 3.
For Cc1cc(C)c(OCC(=O)OCC(=O)NC2CCC(C)CC2)c(C)c1 (stereo not drawn) the results were ssDAF-12 act -0.7, hcDAF-12 act 1.8, GAA850 FXN act -0.4, DAX1 inh-1 -0.4, PG9 binder 0.5, DAX1 inh-2 -0.1, sPLA2-III inh 4, PLC-beta3 inh -8, hgDAF12 agonist 0.4, SMARCA2 activ -3 and Rev-erbA mod -1.
`Cn1cccc1C(=O)OCC(=O)Nc1ccc2c(c1)CCC2` gave ssDAF-12 act -0.2, hcDAF-12 act -1.3, GAA850 FXN act 3.6, DAX1 inh-1 1.3, PG9 binder -1.3, DAX1 inh-2 0.2, sPLA2-III inh -5, PLC-beta3 inh -1, hgDAF12 agonist 6.7, SMARCA2 activ -1 and Rev-erbA mod 5.
`Cc1cc(=O)oc2ccc(OCC(=O)O)cc12` gave ssDAF-12 act -1.3, hcDAF-12 act -1.7, GAA850 FXN act 1.1, DAX1 inh-1 -0.7, PG9 binder 0.2, DAX1 inh-2 -0.2, sPLA2-III inh -1, PLC-beta3 inh -56, hgDAF12 agonist -0.8, SMARCA2 activ 2 and Rev-erbA mod 0.
Screening CCN(CCn1cccn1)Cc1ccccc1OCC(O)CN1CCc2ccccc2C1 (stereo not drawn) returned ssDAF-12 act -1.0, hcDAF-12 act -1.0, GAA850 FXN act -1.6, DAX1 inh-1 -0.4, PG9 binder -1.7, DAX1 inh-2 -0.6, sPLA2-III inh -11, PLC-beta3 inh -3, hgDAF12 agonist -0.1, SMARCA2 activ 0 and Rev-erbA mod 6.
Screening CS(=O)(=O)N1Cc2cc(C(=O)NCC3CCCCC3)nc(-c3cccc(-c4cccnc4)c3)c2[C@H]1CCO returned ssDAF-12 act -1.2, hcDAF-12 act -3.1, DAX1 inh-1 -0.7, PG9 binder 1.1, sPLA2-III inh -11, PLC-beta3 inh 1, hgDAF12 agonist 0.1, SMARCA2 activ -5 and Rev-erbA mod 0.
For CNc1ncnc2c1cnn2C1CCCCO1 (stereo not drawn) the results were ssDAF-12 act -1.2, hcDAF-12 act 1.4, GAA850 FXN act 0.6, DAX1 inh-1 -1.3, PG9 binder -2.0, DAX1 inh-2 0.1, sPLA2-III inh -1, PLC-beta3 inh -1, hgDAF12 agonist -3.7, SMARCA2 activ 0 and Rev-erbA mod 5.
Screening O=C(NCCCN1CCOCC1)NC12CC3CC(CC(C3)C1)C2 returned ssDAF-12 act -0.8, hcDAF-12 act -1.0, GAA850 FXN act 2.3, DAX1 inh-1 0.1, PG9 binder -0.8, DAX1 inh-2 0.6, sPLA2-III inh -5, PLC-beta3 inh 3, hgDAF12 agonist 2.3, SMARCA2 activ -3 and Rev-erbA mod 2.
Screening Cc1ccc(-c2nc(CS(=O)CC(=O)N3CCN(c4ccccc4)CC3)c(C)o2)cc1 (stereo not drawn) returned ssDAF-12 act -1.3, hcDAF-12 act -0.7, GAA850 FXN act -1.6, DAX1 inh-1 -0.7, PG9 binder -0.5, DAX1 inh-2 -0.6, sPLA2-III inh -5, PLC-beta3 inh -3, hgDAF12 agonist -0.8, SMARCA2 activ -7 and Rev-erbA mod 9.
For Cc1nnc(SCC(=O)Nc2ncc3c(n2)CC(C)(C)CC3=O)s1 the results were ssDAF-12 act -0.7, hcDAF-12 act 0.9, GAA850 FXN act 0.0, DAX1 inh-1 -0.6, PG9 binder -0.4, DAX1 inh-2 -0.7, sPLA2-III inh 0, PLC-beta3 inh 0, hgDAF12 agonist 0.6, SMARCA2 activ -1 and Rev-erbA mod 5.

Source: PubChem BioAssay
